M4 PAM = CHRM4 positive allosteric modulation; P08173; CHO-K1 hM4/Gqi5, Fluo-8 calcium fluorescence, ACh EC20; 0% = ACh EC20, 100% = maximal ACh; activation, % at 3 µM; 360,000 tested, 0.4% active;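 active means activation above its plate's cutoff, the mean activation of sample wells plus 3 SD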; further: some results filed as inactive read as strong as hits
Target sequence (P08173 whole entry, looked up): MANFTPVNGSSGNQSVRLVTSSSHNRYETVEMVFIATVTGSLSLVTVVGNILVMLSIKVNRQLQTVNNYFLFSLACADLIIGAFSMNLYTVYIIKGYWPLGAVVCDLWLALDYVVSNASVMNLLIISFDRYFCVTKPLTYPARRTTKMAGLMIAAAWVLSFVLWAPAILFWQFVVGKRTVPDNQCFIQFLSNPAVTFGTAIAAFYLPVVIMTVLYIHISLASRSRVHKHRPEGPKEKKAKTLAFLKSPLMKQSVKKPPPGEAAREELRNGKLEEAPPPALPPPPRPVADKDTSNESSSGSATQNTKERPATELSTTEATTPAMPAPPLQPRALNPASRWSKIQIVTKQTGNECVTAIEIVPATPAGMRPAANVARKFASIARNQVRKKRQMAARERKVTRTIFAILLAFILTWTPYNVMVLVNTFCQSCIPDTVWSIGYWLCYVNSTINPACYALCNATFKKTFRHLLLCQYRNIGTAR
CHRM5 PAM = positive allosteric modulators of human muscarinic M5 receptor; AID 624038; 360,000 tested, 0.3% active; CHO-K1 hM5, Fluo-8 calcium, ACh EC20 PAM; 0% = ACh EC20, 100% = ACh EC100; P08912; activation, % at 3 µM;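 active means activation above the run cutoff, the mean activation of all test compounds plus 3 SD, cut at about 18% in these data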
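Assay system: CHO-K1 hM5 cells. Also added: acetylcholine at EC20 concentration, added after compound. Dosing: 3 µM, single dose. Times: compound preincubation 140 s before EC20 acetylcholine addition. Signal: Fluo-8 calcium fluorescence. Measure: % activation relative to EC20 and EC100 ACh responses. Repeats: singlicate, one well per test compound.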
CRFR2-BP antag = antagonists of CRF-binding protein/CRF-R2 receptor complex | HEK293 CRF-R2/CRF-BP, CRF-induced calcium fluorescence | inhibition, % at 11.8 µM | 350,000 tested, 0.59% active | AID 588475;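 active means inhibition of the ligand-induced calcium signal above about 50% at the single tested concentration, limit read from the data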
TAAR1 ag = agonists of human TAAR1; Q96RJ0; activation, % at 3 µM; AID 624467; CHO RD-HGA16 TAAR1, Fluo-8 calcium fluorescence; vehicle wells 0%, saturating PEA agonist 100%; 360,000 tested, 0.99% active;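 active means activation above the mean activation of all test compounds in the run plus 3 SD, cut at about 38% in these data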
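Test system: RD-HGA16 (CHO) cells co-expressing Gα16 and hTAAR1 / Benchmarks: DMSO vehicle as 0%, PEA at EC100 as 100% / Repeats: no replicates (n 1) / Measure: % activation from peak over basal fluorescence ratio, DMSO-to-PEA scaled / Timing: 17-24 h plating, Fluo-8 75 min 37 °C, 30 min RT / Technique: kinetic Fluo-8 calcium fluorescence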
TAAR1 antagonist = human TAAR1 antagonism; Q96RJ0; CHO RD-HGA16 TAAR1, Fluo-8 calcium fluorescence, antagonist; inhibition, % at 3 µM; 360,000 tested, 1.5% active; AID 624466;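 active means inhibition above a per-plate cutoff, the mean inhibition of test compounds on that plate plus 3 SD, cut at about 49% in these data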;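 further: 0% = DMSO plus EC80 beta-PEA response and 100% = DMSO alone without agonist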
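Test system – hTAAR1-expressing CHO RD-HGA16 cells, Gα16-coupled · Also added – β-PEA at EC80 concentration, post-compound challenge · Compound – 3 µM, single point · Incubation – dye loading 75 min at 37 °C, then 30 min room temperature · Measured by – Fluo-8 intracellular calcium dye fluorescence, real-time kinetic reads · Benchmarks – vehicle and agonist controls · Replicates – singlicate, one well per test compound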
CRFR2-BP ag = CRF-BP/CRF-R2 complex agonism | HEK293 CRF-R2/CRF-BP, calcium dye fluorescence (FLIPR); percent of saturating CRF peptide response | activation, % at 13.2 µM | 350,000 tested, 0.46% active | AID 588473;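 active means activation of at least 50%, plus an integration ratio under a set limit after plate pattern correction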;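 further: plate controls were neutral control wells without compound for no effect and CRF at EC100 for full effect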
CHO-K1 Ca PAM = M1 PAM counterscreen hit in parental CHO-K1 cells | 360,000 tested, 0.02% active | AID 602247 | ATP EC20, Fluo-8 calcium fluorescence; 0% at ATP EC20, 100% at ATP max | activation, % at 3 µM;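 active means activation above the run cutoff, the mean activation of all test compounds plus 3 SD, cut at about 40% in these data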;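 further: peak over basal fluorescence ratio in a 140 s read after ATP addition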
M5 ag = agonists of human muscarinic M5 receptor (CHRM5) | CHO-K1 hM5 cells, Fluo-8 calcium fluorescence; 0% DMSO wells, 100% maximal acetylcholine response | activation, % at 3 µM | 360,000 tested, 0.19% active | AID 624037;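 active means activation above the run's mean over test compounds plus 3 SD, cut at about 23% in these data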;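 further: signal is peak over basal fluorescence ratio across the kinetic read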
M5 antag = antagonists of human muscarinic M5 receptor (CHRM5). P08912. CHO-hM5 cells, Fluo-8 calcium fluorescence, ACh EC80. inhibition, % at 3 µM. 360,000 tested, 0.59% active. AID 624040;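 active means inhibition above a per-plate cutoff, the mean of that plate's test compounds plus 3 SD, cut at about 27% in these data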;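 further: 0% = acetylcholine EC80 with DMSO and 100% = DMSO without agonist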
An asterisk follows results filed as active; . = not tested or not shown.

1	O=C(NCC1CCCCC1)c1cccc(S(=O)(=O)NCc2cccnc2)c1
2	C=CCNC(=O)c1onc(CSc2cc(C)ccc2C)c1C(=O)O
3	CC(=O)c1ccccc1OCCCOc1cccc2cccnc12
4	CC1CCN(C(=S)c2cccc([N+](=O)[O-])c2)CC1
5	CC(C)(C)S(=O)(=O)c1cnc(N2CCCCC2)nc1N
6	COc1ccc(CN2C(=O)CCCC2(C)c2nc3ccccc3[nH]2)cc1 (stereo not drawn)
7	CSc1ccccc1OCc1cc(C(=O)N2CCN(C3CCCC3)C(=O)C2)no1
8	CCOC(=O)C1=C(C)N(c2ccccc2)C(=O)/C1=C\c1ccc(O)c(OC)c1

Compound,1,2,3,4,5,6,7,8
M4 PAM,-2,5,-10,0,-18,8,-7,-11
CHRM5 PAM,-9,-6,-3,1,-2,9,-1,2
CRFR2-BP antag,10,-1,4,15,18,.,-9,-12
TAAR1 ag,1,0,11,2,7,3,1,3
TAAR1 antagonist,-23,6,26,0,-1,-6,-2,-24
CRFR2-BP ag,-1.2,-3.0,-1.9,-0.5,-0.5,.,-0.9,-0.7
CHO-K1 Ca PAM,5,3,17,15,15,8,-8,-8
M5 ag,1,2,2,-7,-3,-1,-1,0
M5 antag,2,11,0,-12,6,-8,8,1

Look-ups from the results shown:
Entry of entry 7 under M5 ag: -1
Entry of entry 3 under TAAR1 antagonist: 26

(continued)
9	c1ccc(-c2nn3c(-c4ccccc4)nnc3o2)cc1
10	COc1cc2c(cc1NC(=S)Nc1cccc(C)c1)oc1ccccc12
11	CCOC(=O)COc1cc(=O)n(CC)c2ccccc12
12	CCC1CCC2(CC1)NC(=O)N(CC(=O)NCc1ccc(Cl)cc1)C2=O (stereo not drawn)
13	CCCCOCCCNC(=O)C[C@@H]1C[C@@]2(C(=O)OC)CCCCC=C2N(Cc2ccccc2)C1=O
14	CCCC(=O)Nc1ccc(NC(=O)c2ccco2)c(OC)c1
15	NS(=O)(=O)c1ccc(CCNc2nc(C(F)(F)F)nc3ccccc23)cc1
16	Fc1cccc(/C=N/n2c(C3CCCCC3)n[nH]c2=S)c1

Compound,9,10,11,12,13,14,15,16
M4 PAM,1,5,6,3,-5,4,-11,8
CHRM5 PAM,-13,-2,0,1,-10,-3,-8,0
CRFR2-BP antag,-18,-10,-23,-37,.,-16,15,-1
TAAR1 ag,1,2,2,2,4,5,7,4
TAAR1 antagonist,-21,-9,5,-1,8,-5,31,-8
CRFR2-BP ag,4.0,-2.8,-2.7,-3.6,.,0.5,-0.7,-0.3
CHO-K1 Ca PAM,-19,-9,21,0,1,13,-12,16
M5 ag,-1,-2,-1,0,2,-1,-2,-3
M5 antag,16,3,-3,-6,7,1,5,4

Some of the entries above, reformatted:
| nr | Molecule | M4 PAM | CHRM5 PAM | CRFR2-BP antag | TAAR1 ag | TAAR1 antagonist | CRFR2-BP ag | CHO-K1 Ca PAM | M5 ag | M5 antag |
| --- | --- | --- | --- | --- | --- | --- | --- | --- | --- | --- |
| 2 | C=CCNC(=O)c1onc(CSc2cc(C)ccc2C)c1C(=O)O | 5 | -6 | -1 | 0 | 6 | -3.0 | 3 | 2 | 11 |
| 5 | CC(C)(C)S(=O)(=O)c1cnc(N2CCCCC2)nc1N | -18 | -2 | 18 | 7 | -1 | -0.5 | 15 | -3 | 6 |

Additional results follow:
17	COc1cccc(CN(C(=O)c2ccccc2Br)C2CCS(=O)(=O)C2)c1 (stereo not drawn)
18	C=CCOc1ccc(C[C@H](N)C(=O)NC[C@H]2O[C@@H](n3ccc(N)nc3=O)[C@H](O)[C@@H]2O)cc1
19	Cc1cc(F)cc(-c2cc(C(=O)NCC3CCCCC3)[nH]n2)c1
20	Cc1ccc(OCC(=O)NCCNC(=O)c2ccc(C)nc2)cc1
21	COc1ccc(CNC(=O)[C@H](C)NC(=O)N2CCn3c2nc2ccccc23)cc1
22	COc1cccc(/C(C)=N/Nc2ccc(S(=O)(=O)N3CCCCC3)cn2)c1
23	COc1ccc(-n2c(=O)c3ccccc3n(CC(=O)NC3CCCCC3)c2=O)cc1
24	COc1ccc(S(=O)(=O)NC(C)C(=O)NCc2ccccn2)cc1Cl (stereo not drawn)
25	CN(C(=S)NC(=O)c1ccc(F)cc1)C1CCCCC1

Compound,17,18,19,20,21,22,23,24,25
M4 PAM,-2,-6,-2,-2,-4,2,-2,-1,3
CHRM5 PAM,-3,-4,-1,-2,-3,2,0,3,-2
CRFR2-BP antag,-6,-9,.,-4,2,-3,-2,17,6
TAAR1 ag,1,0,3,1,5,-3,-1,-1,-1
TAAR1 antagonist,8,-5,-5,1,-18,14,-3,1,-3
CRFR2-BP ag,-0.8,-1.1,.,2.0,-2.0,1.3,0.3,-1.0,-2.2
CHO-K1 Ca PAM,4,9,9,-4,3,11,-6,24,-20
M5 ag,-3,0,0,-1,-3,-4,2,-1,-4
M5 antag,12,13,0,3,1,3,-1,-5,5

5 compounds from above, limited to TAAR1 ag and M4 PAM.
| no. | compound | TAAR1 ag | M4 PAM |
| --- | --- | --- | --- |
| 17 | COc1cccc(CN(C(=O)c2ccccc2Br)C2CCS(=O)(=O)C2)c1 (stereo not drawn) | 1 | -2 |
| 18 | C=CCOc1ccc(C[C@H](N)C(=O)NC[C@H]2O[C@@H](n3ccc(N)nc3=O)[C@H](O)[C@@H]2O)cc1 | 0 | -6 |
| 19 | Cc1cc(F)cc(-c2cc(C(=O)NCC3CCCCC3)[nH]n2)c1 | 3 | -2 |
| 20 | Cc1ccc(OCC(=O)NCCNC(=O)c2ccc(C)nc2)cc1 | 1 | -2 |
| 21 | COc1ccc(CNC(=O)[C@H](C)NC(=O)N2CCn3c2nc2ccccc23)cc1 | 5 | -4 |

Source: PubChem
